Source: PubChem
HepG2 viability: kills HepG2 cells in TGF-b inhibitor counter-screen. HepG2 CAGA-GFP viability, ATP luminescence, 18 h. AID 588856. Potency, µM (titrated, usually from 46.1 µM), inactives show at the top dose activity change, negative = cytotoxicity, hits mostly cytotoxic. actives 0.76% (n = 410,000); further: potency means the concentration at half of the fitted maximal effect; some results filed as inactive show a strong effect at the top dose
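CellTiter-Glo luminescence gave cytotoxicity after 18 hours at 37 degrees C. The cells were HepG2 CAGA-GFP in 1% FBS DMEM, stimulated with 500 pg/mL TGF-beta after compound addition. %Activity was normalised to no-cell wells (complete cell-killing) and DMSO (no toxicity), and curves were fitted and classified.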
IL-1B inflam inh: inhibitors of inflammasome signaling (IL-1 beta secretion). THP-1 LPS/ATP IL-1B secretion, AlphaLISA, 16 h; hits give low values. activity change, % at 57.5 µM. actives 4.7% (n = 360,000). AID 743279; in the data active means activity change below about -50%; inconclusive means mostly about -30% to -49%; further: on the % scale 0 is the no-effect control and ±100 the full control effect
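Secreted IL-1B measured by AlphaLISA bead assay after 16 h compound exposure of THP-1 cells; compounds (final up to 57.5 uM) added 1 h before LPS (250 ng/mL) and ATP (1.25 mM) stimulation; lower signal means less secretion.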
ATXN2 expr inh: reduces ATXN2 reporter expression in HEK-293 cells; Potency, µM (top dose mostly 57 µM), for the others: at the highest dose activity change, negative = inhibition, usual class: inhibitors; HEK-293 ATXN2-luciferase reporter, luminescence, 24 h; actives 0.72% (n = 360,000); further: potency means the concentration at half of the fitted maximal effect; on the % scale 0 is the no-effect control and ±100 the full control effect; nearly all actives have a fitted effect of over 55% in size
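qHTS (up to 57 uM final) was run with 24 h compound exposure of reporter cells at 37 °C. Each well was multiplexed: SteadyGlo luminescence measured ATXN2-luciferase expression after a fluorogenic Gly-Phe-AFC viability readout (25 uM final).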
ATXN viability: viability counter-screen for ATXN expression inhibitors; actives 0.49% (n = 400,000); Potency, µM (top dose mostly 56.7 µM), usual class: cytotoxic; S2 cells (HEK-293 line with an ATXN2-luciferase reporter) viability, CellTiter-Fluor protease fluorescence, 24 h; AID 651635; further: potency means the concentration at half of the fitted maximal effect; nearly all actives have a fitted effect of over 40% in size
HT1080 IDH1KD tx: HT-1080 IDH1 knockdown cell toxicity (counter line); actives 2% (n = 360,000); Potency, µM (titrated, usually from 46.1 µM), inactives show at the highest dose activity, negative = toxicity, most hits filed as cytotoxic; HT-1080 IDH1 knockdown viability, ATP luminescence, 48 h;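 further: potency means the concentration at half of the fitted maximal effect; 0% = DMSO wells and -100% = cell-free medium wells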
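IDH1KD HT-1080 cells, 750/well, RPMI + 5% FBS; compound pinned after 2 h settling; 48 h, 37 °C; CellTiter-Glo luminescence; % activity normalised to DMSO and no-cell wells; curves fitted, classed by r2 and efficacy.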
SW480 rereplic: DNA re-replication induction in SW480 cells | Potency, µM (doses to about 46.1 µM), inactives show at the highest dose re-replication activation, most hits filed as activators | actives 1.8% (n = 340,000) | SW480 DNA re-replication, Hoechst DNA content imaging, 48 h; further: potency means the concentration at half of the fitted maximal effect; % of control where 0% means no effect; nearly all actives have a fitted effect of over 55% in size
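Image-based read-out: total Hoechst fluorescence of nuclei (405 nm excitation, 500-530 nm emission), with hits raising the fraction of high-intensity nuclei. SW480 colon cells incubated 48 hr with compounds at 37 C.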
HT1080NT lethal: kills 2HG-producing HT-1080-NT fibrosarcoma cells; HT-1080-NT fibrosarcoma viability, CellTiter-Glo ATP luminescence, 48 h; actives 1.6% (n = 360,000); Potency, µM (top dose mostly 46.1 µM), without a hit: at the highest dose activity, negative = less viability, hits mostly cytotoxic;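 further: NT is the 2HG producing partner of a matched IDH1 knockdown line; potency means the concentration at half of the fitted maximal effect; 0% = DMSO-treated cells and -100% = media-only wells without cells; nearly all actives have a fitted effect of over 55% in size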
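Read-out is CellTiter-Glo luminescence after 10 minutes at room temperature, following 48 hours' compound treatment of HT-1080-NT cells (750 cells/well, RPMI, 5% FBS, 37 degrees C).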
KB-3-1 cytotox: KB-3-1 parental cell cytotoxicity; AID 1347075; Potency, µM (titrated, usually from 46.1 µM), inactives show at the top dose activity change, negative = cytotoxic, most hits filed as cytotoxic; actives 1.4% (n = 400,000); KB-3-1 viability, CellTiter-Glo ATP luminescence, 72 h; further: potency means the concentration at half of the fitted maximal effect; on the % scale 0 is the no-effect control and ±100 the full control effect; nearly all actives have a fitted effect of over 60% in size
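Here the drug-naive KB-3-1 line serves as comparator for MDR sub-line selectivity; cells received compound titrations, 72 h at 37 °C, then CellTiter-Glo readout.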
MCF10A rerep: DNA re-replication induction in MCF 10a cells; MCF 10A DNA re-replication, Hoechst nuclear intensity, 48 h; Potency, µM (doses to about 46.1 µM), inactives show at the highest dose activity, positive = re-replication, hits mostly activators; actives 2.9% (n = 350,000); further: potency means the concentration at half of the fitted maximal effect; % of control where 0% means no effect; nearly all actives have a fitted effect of over 50% in size
* hit, by the source's call; i = inactive; ? = inconclusive; . = not tested or not shown; & = joins results of further samples; [ ] = dose if it differs, or a comment. Unless noted, the call rests on the fitted dose curve; in most records, active means well fitted curve in the direction sought with a large enough effect; inconclusive means small, poorly fitted or top-dose-only effect, or another doubt; inactive means no such curve, though single readings can be large; an effect the other way counts as inactive or inconclusive.

SMILES | HepG2 viability | IL-1B inflam inh | ATXN2 expr inh | ATXN viability | HT1080 IDH1KD tx | SW480 rereplic | HT1080NT lethal | KB-3-1 cytotox | MCF10A rerep
CCCCCCn1c(SCC(=O)Nc2cc(C)on2)nc2ccccc2c1=O | 5.0% | 16.2 | 0.0% | ? | ? | ? | 3.8% | 0.0% | ?
COc1ccc(Cc2c(C)nc(N)nc2Cl)cc1 | -17.5% | 0.0 | -6.4% | i | -9.2% | 16.9% | 1.7% | 1.7% | ?
CCCCNC(=O)CCn1nc(-c2ccccc2)ccc1=O | 3.3% | -5.2 | 0.3% | i | 7.9% | -5.8% | 18.1% | 0.0% | -0.8%
CCCCn1c(SCC(=O)Nc2nnc(C)s2)nnc1-c1ccoc1C | -2.3% | 22.4 | 12.6% | i | 14.9% | -8.4% | 10.3% | ? | 6.8%
COC(=O)CSc1ccc(S(=O)(=O)N2CCC(C)CC2)cc1[N+](=O)[O-] | -47.1% | -3.9 | -16.0% | i | -1.2% | -1.7% | -2.3% | -0.5% | -27.9%
O=C(CCNC(=O)c1ccco1)Nc1ccc(OC(F)(F)F)cc1 | -6.9% | 3.3 | 7.5% | i | 10.8% | -2.9% | -3.3% | 7.1% | -3.4%
Cc1ccc(CNC(=O)CS(=O)Cc2nc(-c3cccs3)oc2C)cc1 (configuration not stated) | -14.9% | -9.9 | -5.7% | i | -9.0% | 1.3% | -13.2% | -10.8% | -11.0%
COc1cccc(-c2noc(-c3ccc(Br)o3)n2)c1 | -7.3% | 18.7 | 40.5%[activator] | i | -1.3% | -1.9% | -12.2% | -15.3% | 9.5%
Cc1c(C(=O)NCc2cccc(C(F)(F)F)c2)sc(=O)n1Cc1ccccc1F | -17.1% | -3.5 | ? | i | -14.9% | . | -20.8% | 0.5% | .
COc1ccc(Cl)cc1NC(=O)CSc1nnc(CN2CCOCC2)n1-c1ccc(Cl)cc1 | -21.8% | 0.0 | -20.6% | i | -26.0% | 5.0% | 2.2%[9.24 µM] | -14.4% | 29.4%
O=C(COc1ccc(-n2cnnn2)cc1)Nc1ccccc1OC(F)F | -1.8% | -9.9 | -6.3% | i | 0.8% | -4.9% | -2.9% | -1.4% | -5.0%
Cc1ccccc1NC(=O)c1cc(S(=O)(=O)N2CCOCC2)cn1C | -1.3% | -2.6 | -3.1% | ? | 4.6% | -18.0% | 4.9% | 4.3% | 1.2%
O=C(CNC(=O)c1ccc(N2CCCC2=O)cc1)Nc1ccc(F)c(F)c1F | -22.9% | -10.3 | 2.8% | i | -25.2% | 26.0% | -7.3% | 3.6% | ?
CCCN(CC(=O)Nc1ccccc1C)C(=O)c1nn(CC)c(=O)c2ccccc12 | 0.2% | 6.8 | 8.3% | i | -3.2% | -3.2% | -2.0% | 4.0% | -3.4%
CCNC(=O)C/C(C)=N/NC(=O)C12CC3CC(CC(C3)C1)C2 | -4.3% | -0.8 | -0.9% | i | 1.0% | -2.7% | -1.4% | 3.5% | -2.4%
CCCCCCCCCCCCC/C=C/[C@@H](O)[C@@H](N)CO | 0.2% | 9.3 | 1.1% | i | -2.2% | ? | ? | ? | ?
O=C(Nc1ccccc1Cl)c1cc(C2CCCN(S(=O)(=O)c3cccs3)C2)on1 (configuration not stated) | 11.2µM* | 25.0 | -11.9% | i | 9.4% | . | ? | 0.0% | .
COc1ccc(-c2oc3ncn4nc(COc5c(C)cccc5C)nc4c3c2-c2ccc(OC)cc2)cc1 | 16.6% | . | 6.9% | i | . | . | . | 12.2% | .
Cc1cc(OCC(=O)Nc2c(C(=O)c3ccccc3)oc3ccccc23)cc(C)c1Cl | 0.3% | . | 3.5% | i | . | . | . | 1.0% | .
NC(N)=Nc1ccc(C=C2C=Cc3ccccc32)cc1 | -103.3% | -68.3* | -4.5% | ? | ? | ? | -10.6% | ? | ?
Cc1ccc(NC(=O)c2cccc(S(=O)(=O)N3CCN(C)CC3)c2)cc1F | -11.8% | -22.2 | -20.0% | i | 0.7% | 1.1% | -11.6% | 16.3% | ?
CC(CNS(=O)(=O)c1ccc(Br)cc1)CN(C)C (configuration not stated) | -7.6% | 2.0 | . | ? | 12.8% | -1.8% | 5.0% | -1.7% | -1.7%
CC(CCc1ccccc1)NC(=O)CCNS(=O)(=O)c1ccccc1C(F)(F)F (configuration not stated) | -5.8% | -14.1 | . | i | 4.1% | -4.1% | -2.5% | -1.0% | 25.1%
O=C(CSC(=S)N1CCCC1)N(Cc1nnc(-c2ccccc2Cl)o1)C1CC1 | 0.0% | -3.9 | -6.5% | i | 7.1% | -5.3% | -3.4% | -1.1% | 0.2%
CCCCNC(=O)Cn1nc([N+](=O)[O-])c([N+](=O)[O-])c1C | 1.2% | -7.0 | 2.6% | i | 16.4% | . | 20.3% | -4.0% | -2.1%
O=C(/C=N/O)Nc1ccc(F)cc1 | 5.2% | -0.1 | -5.0% | i | 13.9% | -3.8% | 7.5% | -2.6% | -0.4%
CC(=O)c1ccc(C(C)(C)c2ccc(C(C)=O)s2)s1 | -9.7% | -8.6 | -2.4% | i | -11.6% | -6.6% | -10.6% | -21.6% | 13.6%
Cc1sc2ncnc(SCC(=O)NC3CCS(=O)(=O)C3)c2c1C (configuration not stated) | -9.8% | -4.0 | . | i | -2.7% | . | -12.9% | -5.8% | .
CC(C)Cc1nnc(NC(=O)CCC(=O)N2CCOCC2)s1 | -20.9% | 1.4 | 2.2% | i | -0.9%[9.24 µM] | 9.0% | -13.7% | 0.6% | -2.3%
COc1ccc(-n2c(=S)[nH]c3cc(C(=O)NCc4ccc(F)cc4)ccc3c2=O)c(OC)c1 | -0.4% | -13.9 | -6.9% | i | -18.5% | 2.3% | -7.8% | -6.0% | 1.6%
CN(CC(=O)Nc1ccccc1Cl)C(=O)COC(=O)c1ccc(S(=O)(=O)C(F)F)cc1 | -1.1% | 12.0 | -9.5% | i | 13.4% | -0.1% | 7.8% | 12.4% | 1.1%
CCC(C(=O)NC1CC1)n1nc(C)c2c(C)n(-c3ccccc3)nc2c1=O (configuration not stated) | 6.0% | 0.0 | 9.6% | i | -13.3% | 1.1% | 10.8% | 3.8% | 0.4%
O=C(Nc1cccc([N+](=O)[O-])c1)c1ccc([N+](=O)[O-])o1 | -63.3% | -103.2* | . | ? | ? | . | ? | -28.1% | .
CC(O)CNCCCOc1ccc(Cl)cc1C(C)(C)C (configuration not stated) | -99.1% | -65.5* | 33.6µM* | ? | ? | -17.2% | 18.4µM* | ? | 10.8%
Cc1cccc(CNC(=O)C2CCC(=O)N(Cc3ccccc3F)C2)n1 (configuration not stated) | -32.6% | -6.9 | -1.9% | i | -6.8% | -2.1% | 0.0% | . | 1.1%
COc1ccc(CCNC(=O)CC2Nc3cc(C)c(C)cc3NC2=O)cc1OC (configuration not stated) | -2.9% | 30.8 | 2.2% | i | 2.8% | 8.0% | 1.2% | 14.6% | 6.5%
CC1CN(S(=O)(=O)c2cccc(C(=O)OCC(=O)Nc3ccc4c(c3)OCO4)c2)CC(C)O1 (configuration not stated) | -22.1% | -10.9 | 7.0% | i | -6.3% | 0.4% | ? | ? | -2.2%
Cc1nc(-c2cn[nH]c2-c2ccc(O)cc2O)cs1 | -19.5% | 19.7 | . | i | 1.0% | -2.7% | 5.3% | 0.3% | ?
CC(=O)Nc1cccc(-c2ccnc3c2CC(C(=O)NCCc2ccccc2)O3)c1 (configuration not stated) | -13.0% | 76.4 | -4.9% | ? | ? | . | ? | 0.0% | .
Cc1cccc(-c2cc3c(nn2)-c2ccccc2C3=O)c1 | -31.6% | -19.7 | -0.9% | i | 0.3% | ? | 2.8% | ? | ?

Molecules shown so far containing bromine, in the order listed:
SMILES | HepG2 viability | IL-1B inflam inh | ATXN2 expr inh | ATXN viability | HT1080 IDH1KD tx | SW480 rereplic | HT1080NT lethal | KB-3-1 cytotox | MCF10A rerep
COc1cccc(-c2noc(-c3ccc(Br)o3)n2)c1 | -7.3% | 18.7 | 40.5%[activator] | i | -1.3% | -1.9% | -12.2% | -15.3% | 9.5%
CC(CNS(=O)(=O)c1ccc(Br)cc1)CN(C)C (configuration not stated) | -7.6% | 2.0 | . | ? | 12.8% | -1.8% | 5.0% | -1.7% | -1.7%

The results go on:
SMILES | HepG2 viability | IL-1B inflam inh | ATXN2 expr inh | ATXN viability | HT1080 IDH1KD tx | SW480 rereplic | HT1080NT lethal | KB-3-1 cytotox | MCF10A rerep
CC(C(=O)Nc1ccc(F)cc1Cl)N(C)CCOc1ccccc1 (configuration not stated) | -0.4% | ? | -31.8% | i | 14.6% | 4.7% | 17.1% | 2.2% | ?
NS(=O)(=O)c1cc(C(=O)OCC(=O)Nc2ccccc2[N+](=O)[O-])ccc1Cl | -11.8% | 7.4 | -3.8% | i | -7.2% | -4.5% | -11.2% | 23.4% | -4.5%
CCc1nccn1CCC(=O)N1CCCC(N2CCN(c3ccccc3F)CC2)C1 (configuration not stated) | -21.7% | 9.3 | -1.8% | ? | 6.3% | -0.3% | 4.7% | . | ?
COc1ccc(-c2cc(C(F)(F)F)nc(S(C)(=O)=O)n2)cc1 | -100.6%&-105.3% | -101.5* | ? | 17.8µM* | ? | 11.0% | 18.4µM* | ? | ?
COc1ccc(Cl)cc1NC(=O)COC(=O)C1CC1 | 8.4% | -4.5 | -0.8% | i | 7.6% | 15.3% | -4.2%[9.24 µM] | ? | 13.1%
NC(=O)c1nn2c(C(F)(F)F)cc(-c3ccccc3)nc2c1Br | -10.5% | 23.8 | . | i | 0.1% | 3.6% | -1.3% | 4.3% | -0.4%
CC(=O)Nc1ccc(S(=O)(=O)N(C)CC(=O)Nc2ccccc2N2CCOCC2)cc1 | 8.1% | 0.0 | 1.3% | i | 1.6% | -3.7% | 11.4% | 8.5% | 1.4%
CCCC(=O)Nc1nnc(CCc2ccccc2)s1 | -7.4% | 4.7 | . | i | -0.8% | -2.5% | 1.4% | -0.5% | 3.1%
